Compound activity: PubChem BioAssay, Sanford-Burnham Center for Chemical Genomics
H9c2 TAG inh: inhibitors of triacylglycerol accumulation, primary screen, cell-based, uHTS, fluorescence, H9c2. H9c2 cells, Nile Red lipid (TAG) fluorescence; cells loaded with 200 µM oleic acid. inhibition, % at 12.5 µM. actives 0.66% (n = 230,000). AID 651582, 2012;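 active = pattern-corrected inhibition of lipid staining of at least 50% with the nuclear-stain viability signal not falling by more than 50%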;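 note: 0% = DMSO wells and 100% = triacsin C control wells; some results filed as inactive read as strong as hits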
H9c2 TAG inh DAPI viability: second read-out of H9c2 TAG inh, no call of its own (marks repeat the call); DAPI nuclei signal change (viability), lower = more cytotoxic, %;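 whole-well DAPI fluorescence read on a plate reader as a viability signal; minus 50 percent equals half of cells still viable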
Numbers without * were called inactive. Some of the compounds tested; the hit share may differ from the screen's.

canonical_smiles	H9c2 TAG inh	H9c2 TAG inh DAPI viability
COC(=O)c1ccc(Cl)c(S(=O)(=O)N2CCCC2)c1	-7	-6
Cc1cccc(C(=O)NC2CC3CCCC(C2)N3C(=O)NC2CCCCC2)c1 (stereo not given)	5	1
Cc1ccc(NC(=O)CCN2C(=O)OC(C)(C)C2(C)O)cc1 (stereo not given)	5	3
CCN(CC)C(=O)COC(=O)c1ccc(C)c(NC(=O)c2ccco2)c1	20	-11
COc1ccc(/C=N/NC(=O)c2ccncc2)cc1[N+](=O)[O-]	5	-7
Cc1ccc(CN(CC(=O)NCc2ccccn2)S(=O)(=O)c2ccccc2)cc1	3	-2
COc1ccc(OC)c(NC(=O)C(CC(C)C)NC(=O)C2CCCCC2)c1 (stereo not given)	46	-2
COc1ccc2[nH]c(=O)c(CN(Cc3nnnn3Cc3ccco3)C3CCCCC3)cc2c1	15	-4

The closing 2 compounds of the section before lead into the next:
canonical_smiles	H9c2 TAG inh	H9c2 TAG inh DAPI viability
COc1ccc(OC)c(NC(=O)C(CC(C)C)NC(=O)C2CCCCC2)c1 (stereo not given)	46	-2
COc1ccc2[nH]c(=O)c(CN(Cc3nnnn3Cc3ccco3)C3CCCCC3)cc2c1	15	-4
COc1cc(O)oc1C=Nc1ccc(C(F)(F)F)cc1	15	-12
CCN(CC)CCOC(=O)/C=C/c1ccccc1	1	0
O=Cc1cccn1-c1ccc(O)cc1	5	-3
CC(C)(C)S(=O)(=O)N1Cc2ccc(CO)cc2[C@@H]1CCO	0	7
CC(=O)Nc1cccc(-c2nc3ccccc3s2)c1	-8	0
CSc1n[nH]c(=O)n1-c1cccc(Cl)c1	-7	4
CCCOC1CCCN(C(=O)c2ccc(OC3CCN(Cc4ccccn4)CC3)cc2)C1 (stereo not given)	7	9
CS(=O)(=O)N(CC(=O)NCc1ccc2c(c1)OCO2)Cc1ccccc1	1	0

Compound profiles (already shown). Values in the order: H9c2 TAG inh | H9c2 TAG inh DAPI viability
Listed for O=Cc1cccn1-c1ccc(O)cc1 : 5 | -3
Listed for CSc1n[nH]c(=O)n1-c1cccc(Cl)c1 : -7 | 4

The list goes on.
canonical_smiles	H9c2 TAG inh	H9c2 TAG inh DAPI viability
CC(C)Oc1cccc(C(=O)C2CCCN(C(=O)c3ccnn3C)C2)c1 (stereo not given)	2	10
CC1(C)CC(=O)C2=C(C1)OC1=C(C(=O)CC(C)(C)C1)C2c1cccc([N+](=O)[O-])c1	-5	-4
O=C(Nc1ccc(F)cc1)C1CC2CCC1C2 (stereo not given)	-2	1
Cn1c(Cl)c(/C=N/OC(=O)c2cccc(Cl)c2)c2ccccc21	-18	5
O=C(N(c1ccccn1)c1ccccn1)C12CC3CC(CC(C3)C1)C2	2	-9
Cn1c(NCCN2CCCC2)nc2cc(-c3cccc(C(F)(F)F)c3)sc2c1=O	14	10
CCNC(=O)CSc1nnc(-c2cccs2)o1	4	2
COc1ccc(-c2cc(C(F)F)n3ncc(C(=O)N4CCSCC4)c3n2)cc1	15	7

Pulled by structure from the entries so far, 4 records:
canonical_smiles	H9c2 TAG inh	H9c2 TAG inh DAPI viability
Cn1c(Cl)c(/C=N/OC(=O)c2cccc(Cl)c2)c2ccccc21	-18	5
Cn1c(NCCN2CCCC2)nc2cc(-c3cccc(C(F)(F)F)c3)sc2c1=O	14	10
CC1(C)CC(=O)C2=C(C1)OC1=C(C(=O)CC(C)(C)C1)C2c1cccc([N+](=O)[O-])c1	-5	-4
O=C(N(c1ccccn1)c1ccccn1)C12CC3CC(CC(C3)C1)C2	2	-9

Further entries follow:
canonical_smiles	H9c2 TAG inh	H9c2 TAG inh DAPI viability
CN(CC(=O)Nc1ccccc1Br)C(=O)CCc1nc2ccccc2c(=O)[nH]1	15	-14
Cc1ncccc1C(=O)N1CCCC(CNC(=O)c2ccc(-c3ccccc3)cc2)C1 (stereo not given)	-11	10
CC(=O)C1=C(O)C=C(c2ccco2)CC1c1ccco1 (stereo not given)	4	0
CC(=O)c1cccc(-c2ccnc3c2CC(C(=O)NCCC(F)(F)F)O3)c1 (stereo not given)	35	-27
Cc1ccc(COn2nnc3ccc(S(=O)(=O)N4CCOCC4)cc32)cc1	-5	-3
CCCCN(C(=O)c1c(C)noc1C)c1c(N)n(CCCC)c(=O)[nH]c1=O	-2	-4
COc1ccc(C=CC(=O)c2ccc3cc(OC)c(OC)cc3c2)cc1OC	17	2
N=C1SCC(=O)N1c1ncc(Cc2ccc(F)cc2)s1	3	8
CCOc1ccc(NC(=S)N(CCN2CCOCC2)Cc2cc3cc4c(cc3[nH]c2=O)OCO4)cc1	-15	0
[N-]=[N+]=NC1C[C@H](n2ccc(=O)[nH]c2=O)O[C@@H]1CO (stereo not given in full)	-4	-9
CCC(=O)N1CCc2cc(OC)c(OC)cc2C1COc1ccc(OC)cc1 (stereo not given)	-8	6
COc1ccc(S(=O)(=O)N2CCOCC2)cc1NC(=O)CSc1ncccn1	-5	1
CCc1ccccc1NC(=O)C1=CN2CCS(=O)(=O)N=C2C=C1	-7	-2
CN(CCOc1ccccc1Cl)Cc1ccccc1	-6	3
CC(C)=CCN1CCC(n2nccc2NC(=O)c2ccccc2Cl)CC1	3	-1
CCN(CCCNC(=O)C1CCN(S(=O)(=O)c2c(C)[nH]c(=O)[nH]c2=O)CC1)c1cccc(C)c1	-5	12
O=C(OCc1cn([C@H]2CN(C(=O)C3CCCCC3)[C@@H](c3ccccc3)C[C@@H]2O)nn1)c1ccccc1	-1	17
NC(=S)N/N=C/c1ccc(-c2cc(Cl)cc(Cl)c2)o1	9	10
O=C(C[C@@H]1C/C=C\C[C@H](NC(=O)OCC2c3ccccc3-c3ccccc32)C(=O)OC[C@@H]2CCCN2C1=O)N[C@@H](CO)Cc1ccccc1	-23	1
CC1Cc2ccccc2N1C(=O)CSc1nnc2n1C(C)(C)Cc1ccccc1-2 (stereo not given)	-13	-2
CCNC(=S)Nc1cc(OC)c(NC(=O)c2ccco2)cc1OC	-18	15
CCCn1c2ccccc2c2nnc(SCC(=O)Nc3ncccn3)nc21	0	5
Cc1cc(NC(=O)CCOc2ccccc2)no1	-21	4
C=CCC[C@H](Cc1ccc(F)cc1)C(=O)OC[C@@H](C)NC(=O)[C@@H](CC=C)CC(=O)N[C@@H](CO)Cc1ccccc1	15	-3
O=C(CN1C(=O)NC2(CCCCCC2)C1=O)c1cccs1	-9	-3
COc1ccc(CC(=O)Nc2ccc(S(=O)(=O)Nc3ncccn3)cc2)cc1OC	4	-14
COCCN1C(=O)c2ccccc2C(C(=O)Nc2ccc3c(c2)OCCO3)C1c1ccc(F)cc1 (stereo not given)	57*	-9.0*
COC(=O)c1ccccc1SCC(=O)Nc1ccc(N2CCOCC2)cc1	1	3
O=C(COC(=O)Cc1ccc(Cl)cc1Cl)NC1CC1	4	4
c1ccc(CC2CNc3ccccc3CN2)cc1 (stereo not given)	10	-3
O=C1CCCN1CCCNC(=S)Nc1ccccc1Cl	3	7
CC(C)Cn1c(N)c(C(=O)COC(=O)c2cnc(Cl)c(Cl)c2)c(=O)n(C)c1=O	6	6
COc1ccccc1NS(=O)(=O)c1ccc(C(=O)NCC(c2ccc(F)cc2)N2CCOCC2)cc1 (stereo not given)	16	-2
CCC(CO)Oc1cc(NCc2cccc(C)c2)c2ncn(C(C)C)c2c1 (stereo not given)	-24	-5
Cc1cc(NC(=O)Nc2ccc(Cl)c(Cl)c2)n(-c2ccccc2)n1	8	-1
Brc1ccc(-c2csc(N/N=C/c3ccco3)n2)cc1	14	8
CCOC(=O)C1C(=O)C=C(c2cccs2)CC1c1ccccc1 (stereo not given)	5	-11
O=C(NCc1ccc(F)cc1)C1CCN(S(=O)(=O)c2ccc(N3CCCC3=O)cc2)CC1	-14	11
Cc1ccc(SCC(=O)Nc2cccc(NC(=O)c3ccco3)c2)cc1	4	-7
CN(C)S(=O)(=O)c1cccc(COC(=O)CNC(=O)c2ccc(Br)o2)c1	-14	1
CN(C)CC(O)COC(c1ccc(Cl)cc1)c1ccc(Cl)cc1 (stereo not given)	21	27
O=C(C1=C(O)C(=O)N(Cc2ccccc2)C1c1ccco1)c1ccco1 (stereo not given)	14	-4
CCOc1ccc2[nH]c(C)c(CN3CCCCC3)c(=O)c2c1	-9	6
O=C(COC(=O)CCCN1C(=O)c2cccc3cccc(c23)C1=O)NC1CCS(=O)(=O)C1 (stereo not given)	5	-8
Cc1cc2oc(=O)cc(-c3ccccc3)c2c(C)c1-c1ccc(C#N)cc1	12	5
CCN(CC)S(=O)(=O)c1cc(C(=O)Nc2cc(S(=O)(=O)N3CCOCC3)ccc2N2CCCC2)ccc1F	-4	-2
C=CCn1c2ccccc2c(=O)c2cc(C#CC[C@@H](C)O)ccc21	-25	3
O=C(OCCN1C(=O)c2ccccc2C1=O)c1cc(S(=O)(=O)N2CCOCC2)ccc1Cl	-1	-1
COc1ccc(C(c2nnnn2C2CCCC2)N2CCN(c3ccccc3)CC2)cc1 (stereo not given)	18	3
Cc1nnc(NC(=O)c2ccc(-c3ccc(Cl)cc3)o2)s1	10	2
Cc1ccc(NC(=O)CSc2nc(=O)n(CCCN(C)C)c3c2CCC3)c(C)c1	15	4
CCc1cc2c(=O)c(-c3ccc4c(c3)OCCO4)coc2c(CN2CCCCC2C)c1O (stereo not given)	11	60
O=C(NCc1ccncc1)c1cccc(S(=O)(=O)Nc2ccc(F)cc2)c1	12	-8
CC1(C(=O)Nc2c(F)c(F)c(F)c(F)c2F)CC1(Br)Br (stereo not given)	5	-8
Cc1ccc2c(c1)N(C(=O)CCC(=O)NCc1cccc(Cl)c1)CC(C)O2 (stereo not given)	22	-7
O=C(Cc1ccc(S(=O)(=O)N2CCCC2)s1)NC1CCCCCC1	12	-7

Next section.
canonical_smiles	H9c2 TAG inh	H9c2 TAG inh DAPI viability
CC1c2nc3ccccc3n2C(CC(=O)NCCCN2CCOCC2)C(=O)N1Cc1ccccc1 (stereo not given)	-23	1
COc1cccc(C(=O)NOCc2ccccc2)c1OC	-8	-3
CC1CCN(C(=S)NC(=O)C2CCCCC2)CC1	-9	1
COc1ccc(CCNC(=O)C(=O)NCC2OCCN2S(=O)(=O)c2ccccc2)cc1 (stereo not given)	1	-3
CC(C)(Cc1nc2ccccc2[nH]1)c1nc2ccccc2[nH]1	5	0
CCOC(=O)[C@@H]1[C@H]2COc3cc(OC)ccc3[C@@H]2N2C(=O)N(c3ccc(Br)cc3)C(=O)[C@@]12C	6	-6
O=C(CSc1nnc(-c2cccc(S(=O)(=O)N3CCCC3)c2)n1-c1ccccc1)Nc1ccc(C(=O)O)cc1	-4	3
CNC(=O)Nc1ccc2nc(C)sc2c1	-8	11
Cc1nn(-c2ccccc2)c(Cl)c1C(=O)Nc1nnc(C2CCCCC2)s1	15	-6
COc1cccc(NC(=O)COC(=O)CCn2c(C)csc2=O)c1	-8	0
N#Cc1cc2c(nc1SCc1ccccc1)CCC2	-2	-24
CC(=O)OC(CC(=O)O)C[N+](C)(C)C (stereo not given)	2	2
CC1(C(=O)Nc2ccc3c(c2)OCO3)CCN1C(=O)Cc1cccc2ccccc12 (stereo not given)	4	4
COc1ccc(S[C@@H](CCN2CC[C@H](C)CCC2=O)c2ccccc2)cc1	-33	2
Cc1cc(C)c2c3c(c(-c4ccccc4)n2n1)c(=O)n(C)c(=O)n3C	2	2
CC(C)(C)c1cc(CCC(=O)NCC2CCCO2)cc(C(C)(C)C)c1O (stereo not given)	2	8
C=CCC[C@H](Cc1ccc(F)cc1)C(=O)OC[C@H](Cc1c[nH]c2ccccc12)NC(=O)[C@H](CC=C)CC(=O)NCCO	11	9
COc1cccc(C(c2c(NC(=O)c3ccccc3)sc(C)c2C)N2CCN(C)CC2)c1 (stereo not given)	4	14
Cc1nnc(N(C)C(=O)c2ccc3c(c2)OCO3)s1	-7	-6
O=C1c2ccccc2C(Nc2cccnc2)N1Cc1ccccc1Cl (stereo not given)	-10	0
Cc1ccc(CN(C)C(=O)c2cc(S(=O)(=O)N3CCOCC3)ccc2F)o1	0	-1
CCOC(=O)c1ccc(NC(=S)Nc2ccc3[nH]c(=O)[nH]c3c2)cc1	-3	-1
COc1ccc(CCC(N)=O)cc1OC	3	-3
c1ccc(-c2ccc(-c3ccccn3)s2)nc1	0	34
CCOC(=O)c1sc(C)c2c(=O)n(Cc3ccc(Cl)cc3)cnc12	14	-6
O=C(NCCc1ccc(Cl)cc1)C1CCC(=O)N1Cc1ccc(F)cc1 (stereo not given)	-6	-4
O=C1CCSc2ccc(Cl)cc2N1Cc1cccc(Cl)c1	10	13
C=CC[C@@H](CC(=O)N(CCO)Cc1ccccc1)C(=O)N[C@H](COC(=O)[C@@H](CC=C)CC(=O)OC(C)(C)C)Cc1c[nH]c2ccccc12	42	-2
Cc1ccc(S(=O)(=O)Nc2nc(CN3CCOCC3)nc3sc(C(=O)O)c(C)c23)cc1	2	-3
CN(CC(=O)Nc1ccc(N2CCOCC2)cc1)CC(=O)Nc1ccc(N2CCOCC2)cc1	-5	-4
COc1cccc(C(NC(C)=O)c2nc(-c3cccc(O)c3)cs2)c1 (stereo not given)	-18	4
Cc1ccc(SCCNC(=O)c2ccccc2C)cc1	-9	6
O=c1c(Br)c(NCc2ccccc2)cnn1-c1ccc(F)cc1	11	-5
CCCc1cc(=O)[nH]c(SCC(=O)c2cc(C)n(CCOC)c2C)n1	15	-17
NC(=O)C1=C[C@H](c2ccc3c(c2)OCO3)C[C@H](OCc2ccc(CO)cc2)O1	-84	-5
